# Screens (PubChem)
# Rab9 prom act – activators of Rab9 promoter; Potency, µM (titrated, usually from 9.22 µM), without a hit: top-dose activation, negative = inhibition, actives largely listed as activators; Huh7 Rab9 promoter-luciferase reporter, luminescence, 24 h; AID 485297; actives 2.8% (n = 320,000); further: potency means the concentration at half of the fitted maximal effect; % of control where 0% means no effect; nearly all actives have a fitted effect of over 60% in size
#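 Using Huh7 cells stably transfected with Rab9 promoter–luciferase, compounds were incubated 24 h at 37 °C, 5% CO2; luciferase luminescence was read 10 min after reagent addition.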
# Giardia kill – Giardia lamblia killing | activity change, % at 7.66 µM, hits read low | Giardia lamblia trophozoite viability | actives 0.15% (n = 340,000) | AID 540267; in the data active means activity change below about -80%; inconclusive means between about -30% and that limit;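 further: parasites exposed to compound for two days anaerobically before the ATP read; on the % scale 0 is the no-effect control and ±100 the full control effect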
#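 ATP-content bioluminescence gauges trophozoite survival. Cells (100/well) receive compound and incubate anaerobically for 48 hrs at 37 deg C; detection reagent follows for 15-30 min at room temperature.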
# RORg inh – ROR gamma (mouse) transcription inhibition | P51450 | Potency, µM (titrated, usually from 53.6 µM), for the others: at the top dose activity change, negative = inhibition, most hits filed as inhibitors | Drosophila S2 Gal4-RORgamma UAS-luciferase reporter, 20 h | actives 5.4% (n = 310,000); further: potency means the concentration at half of the fitted maximal effect; on the % scale 0 is the no-effect control and ±100 the full control effect; nearly all actives have a fitted effect of over 60% in size
# Target sequence (P51450 whole entry, looked up, the tested form may be a part): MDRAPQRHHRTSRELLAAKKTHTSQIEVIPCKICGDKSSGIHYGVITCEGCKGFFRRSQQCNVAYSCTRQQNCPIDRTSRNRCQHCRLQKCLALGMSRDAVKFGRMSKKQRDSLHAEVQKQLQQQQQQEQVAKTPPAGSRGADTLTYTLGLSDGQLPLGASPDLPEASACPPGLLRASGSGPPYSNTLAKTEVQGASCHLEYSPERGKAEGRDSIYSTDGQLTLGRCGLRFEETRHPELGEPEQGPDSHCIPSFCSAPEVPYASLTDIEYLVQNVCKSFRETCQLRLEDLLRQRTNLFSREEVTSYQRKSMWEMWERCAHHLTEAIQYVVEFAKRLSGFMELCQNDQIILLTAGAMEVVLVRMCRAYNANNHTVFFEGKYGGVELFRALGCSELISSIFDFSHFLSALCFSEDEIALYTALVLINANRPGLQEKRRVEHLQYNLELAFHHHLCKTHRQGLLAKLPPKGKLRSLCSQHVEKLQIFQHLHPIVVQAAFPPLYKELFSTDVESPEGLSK
#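 Drosophila Schneider cells stably carrying a metallothionein-driven Gal4 DBD–ROR gamma fusion and a UAS-Photinus luciferase reporter were exposed to compound for 1 hr, then induced with copper sulfate (700 uM final) for 20 hr at ambient temperature before luminescence reading.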
# Coupling enz – coupling enzyme interference in Giardia aldolase counter-screen; coupling enzyme system counterscreen, AmpLite Red fluorescence; activity change, negative = inhibition, % at 58.2 µM, hits read low; actives 0.67% (n = 290,000); in the data active means activity change below about -30%; further: on the % scale 0 is the no-effect control and ±100 the full control effect
#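 Coupling enzymes only (glyceraldehyde-3-phosphate) + compound, at 57.5 uM final, 10 min RT; add substrate/coupling/AmpLite Red mix, 20 min RT; fluorescence ex 525/em 598 nm. Actives flag coupling-system interference.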
# VP16 counter – Gal4-VP16 reporter inhibition counter-screen | Drosophila S2 Gal4-VP16 UAS-luciferase, luminescence, 20 h | AID 2546 | actives 3.5% (n = 310,000) | Potency, µM (highest dose often 53.6 µM), without a hit: top-dose activity, negative = inhibition, usual class: inhibitors;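 further: Gal4-VP16 expression switched on by copper sulfate through the metallothionein promoter; potency means the concentration at half of the fitted maximal effect; on the % scale 0 is the no-effect control and ±100 the full control effect; nearly all actives have a fitted effect of over 50% in size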
# uPA surface inh – blocks generation of uPA at the cell surface; cell surface uPA generation assay, qHTS; Potency, µM (top dose mostly 38.3 µM), without a hit: at the top dose activity change, negative = inhibition, actives largely listed as inhibitors; actives 0.31% (n = 330,000); active means well fitted inhibition curve with a large enough effect; inconclusive means small, poorly fitted or top-dose-only effect; inactive means no such curve, though single readings can be large or run the other way; tested in mouse RAW 264.7 cells; further: potency means the concentration at half of the fitted maximal effect; on the % scale 0 is the no-effect control and ±100 the full control effect; nearly all actives have a fitted effect of over 55% in size
# KCNH2 3.1 inh – blocks the human KCNH2 3.1 channel isoform | U2OS KCNH2 3.1, thallium flux FluxOr; hits give low values | activity change, % (tested at about 1.8 µM) | actives 0.95% (n = 340,000);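 active means maximum activity change below -70%; inconclusive means maximum activity change from -70% to -50%; inactive means maximum activity change above -50%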;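 further: thallium influx rate constant from kinetic fluorescence after stimulation buffer; on the % scale 0 is the no-effect control and ±100 the full control effect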
#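 Thallium flux via FluxOr fluorescence (Red40 quencher, 45 min loading) in U2OS cells virally expressing the KCNH2 3.1 isoform (1.77 x 10^8 /mL virus, overnight at 37 C). Rate constants from 2-min kinetic reads post-stimulation, normalised to positive and negative controls.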
# ELG1 genotoxic – genotoxicity induction in ELG1-luciferase HEK293T cells; HEK293T ELG1-luciferase reporter, luminescence, 16 h; AID 504466; actives 1.3% (n = 330,000); Potency, µM (top dose mostly 46 µM), for the others: at the highest dose activity change, positive = activation, actives largely listed as activators; further: potency means the concentration at half of the fitted maximal effect; % of control where 0% means no effect; nearly all actives have a fitted effect of over 60% in size
#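 DMSO vehicle served as control against compound-treated ELG1-luciferase HEK293T cells; exposure lasted 16 hr at 37 °C and 5% CO2, followed by ONE-Glo luminescence detection after 30 min.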
# NPC1 prom act – activators of NPC1 promoter. actives 2.4% (n = 320,000). Huh7 NPC1 promoter luciferase reporter, 24 h. Potency, µM (highest dose often 9.22 µM), without a hit: at the top dose activation, usual class: activators. AID 485313;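 further: potency means the concentration at half of the fitted maximal effect; % of control where 0% means no effect; nearly all actives have a fitted effect of over 60% in size; reporter is driven by a mutant NPC1 promoter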
#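 Luminescence from an NPC1 promoter-driven luciferase reporter in stably transfected Huh7 cells was measured after 24 h compound treatment at 37 °C, followed by 10 min ambient incubation with luciferase detection reagent.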
# FLuc modulator – counter-screen for miR-21 project: firefly luciferase inhibitors or activators; AID 588342; actives 6.9% (n = 360,000); Potency, µM (series often up to 57.5 µM), for inactives: at the highest dose activity change, negative = inhibition, actives largely listed as inhibitors; P08659; purified FLuc, Km substrates, luminescence inhibition;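 further: potency means the concentration at half of the fitted maximal effect; plate controls were vehicle for no effect and reference inhibitor for full effect; nearly all actives have a fitted effect of over 55% in size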
#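 Biochemical qHTS of compounds, final roughly 60 µM downward over six points, against 10 nM purified firefly luciferase using Km concentrations of substrates (10 uM D-luciferin, 10 uM ATP) in Tris acetate pH 7.5 buffer; luminescence output.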
# Tb PFK block – blocks T. brucei phosphofructokinase. O15648. T. brucei PFK, ADP-Glo luminescence. Potency, µM (titrated, usually from 57.5 µM), for inactives: at the top dose activity, negative = inhibition, usual class: inhibitors. AID 485367. actives 0.17% (n = 330,000);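 further: potency means the concentration at half of the fitted maximal effect; 0% = uninhibited 1x PFK enzyme wells and -100% = no-enzyme wells; nearly all actives have a fitted effect of over 60% in size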
# Target sequence (O15648 whole entry, looked up): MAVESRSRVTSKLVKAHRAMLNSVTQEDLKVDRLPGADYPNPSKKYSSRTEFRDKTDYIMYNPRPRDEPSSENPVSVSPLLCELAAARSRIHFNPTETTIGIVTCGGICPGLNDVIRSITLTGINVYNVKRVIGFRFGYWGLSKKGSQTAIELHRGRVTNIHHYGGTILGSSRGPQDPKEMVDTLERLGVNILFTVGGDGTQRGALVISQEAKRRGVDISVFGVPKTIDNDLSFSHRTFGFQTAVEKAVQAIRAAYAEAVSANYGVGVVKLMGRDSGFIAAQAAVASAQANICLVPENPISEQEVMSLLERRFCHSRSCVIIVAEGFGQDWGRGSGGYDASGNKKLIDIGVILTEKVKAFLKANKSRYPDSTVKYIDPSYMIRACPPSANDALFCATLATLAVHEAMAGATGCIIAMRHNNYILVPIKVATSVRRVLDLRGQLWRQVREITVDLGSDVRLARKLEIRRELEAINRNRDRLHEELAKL
#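 ADP-Glo luminescence quantified ADP after 45 min at room temperature, with 1.25 nM T. brucei PFK, 0.1 mM ATP and 0.5 mM fructose-6-phosphate in pH 8.0 TEA buffer. qHTS titrations up to 57 µM; curves classified by quality.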
# An asterisk follows results filed as active; ? = inconclusive; · = not tested or not shown; & = joins results of further samples; [ ] = dose if it differs, or a comment. Unless noted, the call rests on the fitted dose curve; in most records, active means well fitted curve in the direction sought with a large enough effect; inconclusive means small, poorly fitted or top-dose-only effect, or another doubt; inactive means no such curve, though single readings can be large; an effect the other way counts as inactive or inconclusive.
SMILES,Rab9 prom act,Giardia kill,RORg inh,Coupling enz,VP16 counter,uPA surface inh,KCNH2 3.1 inh,ELG1 genotoxic,NPC1 prom act,FLuc modulator,Tb PFK block
CC(C)Oc1ccccc1C(=O)NC(CO)C(=O)O (stereo unspecified),-5%,-15,0%,0,0%,-3%,9,1%,-4%,6%,10%
COC(=O)c1cccc(C23CC4(C2)[C@H](CN(Cc2cccnc2)[C@@H]4c2ccccc2)C3c2ccccc2)c1 (stereo partly specified),-1%,65[activator],-26%&-12%,1&-1,-9%&-3%,?,-23,-1%,-3%,-1%,1%
Cn1c(=O)c2c(O)cc(=O)[nH]c2n(-c2ccccc2)c1=O,-2%,-2,2%,5,-6%,3%,-12,1%,-4%,1%,-3%
C=CCOc1c(Br)cc(CNc2ccc(NC(=O)C(C)C)cc2)cc1OCC,5%,-10,28%,-19,-9%,-4%,-4,-2%,0%,-2%,7%
Cc1ccccc1-n1nnnc1SCC(=O)NCC1CCCO1 (stereo unspecified),8%,1,3%,-1,-13%,-3%,1,-7%,0%,-1%,-4%
C=CCN1C(=O)CSC1=Nc1ccc(C(=O)O)cc1,-5%,12,-5%,2,3%,-1%,-4,1%,0%,-2%,0%
CC(C)(C)Nc1ncnc2c1cnn2-c1ccccc1,0.4µM*,-14,-30%,-5,-23%,?,-3,1µM*,0.35µM*,1.5µM*,0%
CC(CN1CCOCC1)c1ccccc1 (stereo unspecified),-10%,12,-1%,0,-1%,-1%,-9,0%,-1%,0%,1%
CC1=NN(c2ccccc2)C(=O)/C1=C\c1ccc(Br)s1,-4%,-29,?,-8,?,6%,4,?,2%,9.5µM*,-7%
C#CCOCCOCCOCCNc1nc(N2CCN(C(=O)[C@H](CCCCN)n3cc([C@@H](N)[C@H](C)CC)nn3)CC2)nc(N2CCN(C(=O)[C@H](CCCCN)n3cc([C@@H](N)CC(N)=O)nn3)CC2)n1,·,-2,·,·,·,11%,8,-2%,·,·,3%
N#CC1=C(N)OC(c2ccccc2)=C(C#N)C1c1ccc2c(c1)OCO2 (stereo unspecified),3%,0,20%,-2,1%,3%,-11,-5%,-4%,-1%,10%
O=C(CCc1nnc2ccc(NCc3ccccc3Cl)nn12)NC1CCCCC1,-4%,4,-9%,-4,-29%,-1%,18,4%,2%,5%,4%
COc1ccc(C2C(C(=O)O)CC(=O)N2C2CCCCC2)cc1 (stereo unspecified),-6%,9,?,2,0%,·,8,0%,1%,-4%,-4%
CC1CCCN(CC(O)CN)C1 (stereo unspecified),8%,7,19%,1,3%,3%,7,1%,0%,0%,1%
COc1ccccc1NC(=O)NNC(=O)c1ccc(-c2ccccc2)cc1,4%,-3,-18%,2,-11%,8%,-7,6%,0%,?,-5%
O=C(CSc1nc2ccsc2c(=O)n1CC1CCC(C(=O)O)CC1)NCCc1ccc(Cl)cc1 (stereo unspecified),5%,46[activator],-3%,0,-1%,-10%,13,4%,-1%,1%,1%
C=CCn1c(CNS(=O)(=O)c2ccc(Br)cc2)n[nH]c1=S,9%,-24,-8%,·,-17%,9%,-7,-9%,-1%,-1%,-6%
COc1ccc(S(=O)(=O)N2CCN(C(=O)c3cc(-c4ccccc4OC)n[nH]3)CC2)cc1,0%,-13,13%,1,3%,-12%,-6,-10%,-2%,3%,2%
Cn1c(=O)oc2cc(S(=O)(=O)N3CCCC(C(=O)NCc4cccs4)C3)ccc21 (stereo unspecified),8%,13,59%,2,12%,-13%,-14,-4%,4%,-1%,1%
COc1ccc(NC(=S)NC(NC(=O)c2cccc(C)c2)C(Cl)(Cl)Cl)c([N+](=O)[O-])c1 (stereo unspecified),-5%,-3,-3%,1,-5%,1%,5,-4%,0%,-1%,-4%
CC(=O)c1ccc(S(=O)(=O)Nc2cccc(-c3ccc(N4CCOCC4)nn3)c2)cc1,?,-8,·,·,·,-5%,-4,2%,?,2.7µM*,14%
Cn1c(SCc2ccc(Cl)cc2)nc(C(F)(F)F)cc1=O,-2%,-2,26%,1,-6%,·,-15,-5%,-7%,4%,-3%
COc1ccc(S(=O)(=O)Nc2cc3c(cc2C(C)=O)OCO3)cc1,-4%,17,-31%,6,-4%,?,5,-4%,-7%,-1%,0%
O=C(Nc1nc2ccccc2[nH]1)C1CCCC1,1.3µM*,?,7.1µM*,-1,?,-11%,6,?,1.6µM*,15µM*,6%
COc1cccc(C2c3[nH]c4ccccc4c3C[C@H]3C(=O)N(CCCO)CC(=O)N23)c1OC (stereo partly specified),1%,?,24%,3,8%,-2%,6,4%,-4%,5%,5%
CC1CCCCC1NC(=O)CN(C)S(=O)(=O)c1ccc2c(c1)CCC(=O)N2 (stereo unspecified),-7%,-1,-16%,·,-4%,4%,4,1%,-3%,3%,0%
Cc1noc(COc2ccc(OCc3nc(C)no3)cc2)n1,-2%,-20,42%,2,4%,1%,36,6%,0%,-5%,-1%
COc1cccc(OC)c1NC(=O)Cn1nc(C)c2ccccc2c1=O,0%,-8,-4%,0,-9%,4%,-13,0%,1%,1%,-3%
O=c1[nH]c2ccccc2c(O)c1SCCO,-5%,-3,-16%,-2,-10%,-3%,·,0%,3%,-1%,4%
CC1=NNC(=O)C1CC(=O)N/N=C/c1ccc(C)o1 (stereo unspecified),-1%,-10,0%,2,-4%,10%,-4,1%,-5%,7%,0%
O=S(=O)(CCSc1ccc(C(F)(F)F)cn1)c1ccccc1,10%,10,37%,1,4%,-22%,14,3%,-3%,2%,1%
CC(=O)Nc1ccc(S(=O)(=O)Nc2nc3cc4c(cc3nc2Cl)OCCO4)cc1,-4%,7,4%,5,-19%,1%,10,2%,0%,19µM*,-11%
CC(=O)Nc1ccc(S(=O)(=O)NCC2CCC(C(=O)NCCC(C)C)CC2)cc1 (stereo unspecified),-1%,13,0%,2,-2%,4%,-1,0%,-2%,-1%,0%
CC(C)(C)NC(=O)CSc1nnc(-c2ccccn2)n1Cc1ccccc1,-1%,21,-1%,4,2%,3%,-1,0%,2%,-1%,2%
NC(=S)Nc1nccc(-c2cccs2)n1,18%,1,?,1,-18%,-7%,-23,10%,8%,?,4%
CCn1c(-c2ccccc2Cl)nn(CC(=O)Nc2cc(Cl)ccc2Cl)c1=S,-4%,-17,30%,-4,1%,0%,-4,-3%,-2%,10%,1%
CC(=O)N1CCc2cc(S(=O)(=O)C(C)CC(=O)Nc3ccc(OC(F)(F)F)cc3)ccc21 (stereo unspecified),4%,-9,3%,-2,?,-21%,-13,-5%[9.26 µM],4%,-1%,-3%
CCCOC(=O)C1[C@H]2C(=O)N(CC3CCCO3)C[C@]23C=C[C@H]1O3 (stereo partly specified),-3%,11,1%,1,3%,-1%,13,4%,0%,2%,-2%
C[N+]12CCCCC1[C@@H](CO)CCC2 (stereo partly specified),2%,0,-24%,3,-2%,6%,3,-2%,2%,3%,4%
O=C(COc1ccccc1)OCc1cc2ccccc2[nH]c1=O,0%,6,-5%,0,0%,4%,4,-7%,-1%,21µM*,2%
CCCc1ccc(-c2cc(C(=O)NCCc3ccc(S(N)(=O)=O)cc3)c3ccccc3n2)cc1,2.8µM*,-23,36%,-2,-11%,·,-29,1%,?,0.67µM*,-6%
O=C(Nc1nccs1)c1cccc(N2C(=O)c3cccc4c([N+](=O)[O-])ccc(c34)C2=O)c1,-7%,-1,7.1µM*,0,7.1µM*,-10%,0,19%,-11%,9%,3%
O=Nc1c(O)[nH]c2ccc(F)cc12,-3%,6,-19%,0,0%,3%,·,-2%,0%,4%,5%
O=C(Nc1ccc(F)cc1F)C1CCN(C(=O)c2ccc(Br)cc2)CC1,-11%,-1,23%,0,-4%,8%,-14,-2%,-4%,0%,5%
CC(C)(C)c1ccc(OCCNC(=O)Cc2ccc(F)cc2)cc1,1%,6,28%,0,?,2%,-3,2%,1%,5%,-2%
O=C(c1ccc(Oc2ccc(C(F)(F)F)cc2[N+](=O)[O-])cc1)N1CCOCC1,-2%,10,?,1,-2%,4%,28,1%,0%,-2%,1%
COCCNC(=O)CN(C(=O)Cn1nnc2ccccc21)c1cccc(C)c1C,-4%,0,0%,3,4%,·,17,0%,-3%,2%,-2%
Cc1noc(/C=C/c2cccs2)c1S(=O)(=O)N1CCC(C(=O)NCCCN2CCC(C)CC2)CC1,0%,-11,-14%,-1,-9%,?,-3,1%,-7%,5%,0%

# Only KCNH2 3.1 inh, Rab9 prom act and Tb PFK block, for 2 of the compounds above:
SMILES | KCNH2 3.1 inh | Rab9 prom act | Tb PFK block
CC(C)(C)c1ccc(OCCNC(=O)Cc2ccc(F)cc2)cc1 | -3 | 1% | -2%
O=C(c1ccc(Oc2ccc(C(F)(F)F)cc2[N+](=O)[O-])cc1)N1CCOCC1 | 28 | -2% | 1%
